High-throughput results deposited in PubChem BioAssay by National Center for Advancing Translational Sciences (NCATS).
12-hLO inh = inhibitors of human 12-lipoxygenase (ALOX12); P18054; purified 12-hLO, xylenol orange hydroperoxide absorbance; Potency, µM (top dose mostly 57.1 µM), inactives show top-dose activity change, negative = inhibition, most hits filed as inhibitors; 0.12% of 150,000 active; AID 1452; active = well fitted inhibition curve with a large enough effect; inconclusive = small, poorly fitted or top-dose-only effect; note: potency is the fitted concentration of half-maximal effect; nearly all actives have a fitted effect of over 55% in size; many of its hits are not listed in these tables
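Hydroperoxide output read as Fe(III)-xylenol orange absorbance, 573-to-405 nm ratio, after 30 min reaction with 40 uM arachidonic acid. Enzyme: 150 nM purified human 12hLO, 15 min compound preincubation; 25 mM Hepes pH 7.0, room temperature.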
IMPase inh = IMPase inhibition in cells | CHO-M1 cells, IP1 accumulation, HTRF TR-FRET ratio | inhibition (IP1 accumulation), % at 46.1 µM | 120,000 tested, under 10 active; active = well fitted curve in the direction sought with a large enough effect in the signal ratio, not every such curve was filed as active; inconclusive = small, poorly fitted or top-dose-only effect, or a change in a side signal; inactive = no such curve, though single readings can be large or run the other way; the % refers to the signal ratio;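 note: cells stimulated with carbachol in lithium chloride buffer; plate controls were DMSO basal wells for no effect and reference inhibitor wells for full effect; higher means more IMPase inhibition seen as more IP1 and lower FRET ratio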
Target sequence (P97697 whole entry, looked up): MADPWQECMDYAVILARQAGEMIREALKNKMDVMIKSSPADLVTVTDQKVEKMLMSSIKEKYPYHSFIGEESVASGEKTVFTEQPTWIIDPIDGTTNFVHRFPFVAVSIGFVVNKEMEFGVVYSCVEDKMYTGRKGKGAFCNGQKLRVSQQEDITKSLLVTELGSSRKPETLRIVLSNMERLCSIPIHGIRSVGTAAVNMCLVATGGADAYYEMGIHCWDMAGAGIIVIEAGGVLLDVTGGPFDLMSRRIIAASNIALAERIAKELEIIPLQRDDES
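CHO-M1 cells (CHO stably expressing M1 receptor), compound up to 46 uM final, stimulated with carbachol (50 uM as added) in buffer with 50mM LiCl, pH 7.4, 30 min at 37C. Cytosolic IP1 read by TR-FRET; AC50 from Hill fits.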
An asterisk follows results filed as active; u = inconclusive; x = not tested or not shown. Unless noted, % is set by controls: 0 for no effect and ±100 for the full control effect. This is a subset; rates above refer to the full screens.

SMILES	12-hLO inh	IMPase inh
Cc1ccccc1-n1c(/C=C/c2ccc(N(C)C)cc2)nc2ccccc2c1=O	x	-11
COc1ccc(OCC(=O)N2CCN(Cc3ccc(SC)cc3)CC2)cc1	x	1
O=C(Cn1cc(C(=O)c2ccccc2)c2ccccc21)Nc1ccc(Br)cc1	x	6
Cc1cccc(-n2c(/C=C/c3c[nH]c4ccccc34)nc3ccccc3c2=O)c1	x	-4
CCN(CC)CCSc1nc2ccccc2c(=O)n1-c1ccc(Cl)cc1	x	11
O=C(Nc1ccc2oc(-c3cccnc3)nc2c1)c1ccc(-c2cccc(Cl)c2)o1	x	u
CCN(CC)C(=O)c1ccc(NC(=O)CCn2nc(-c3ccc(C)cc3)c3ccccc3c2=O)cc1	x	0
O=c1c2ccccc2nc(/C=C/c2ccccc2O)n1-c1ccc(Br)cc1	x	16
CCCCCc1nc2ccccc2c(=O)n1-c1ccc(C)cc1	x	6
CC(C)(C)c1ccc(C(=O)Nc2ccc(Cl)cc2C(=O)c2ccccc2)cc1	x	9
O=C(Nc1ccc(Br)cc1C(=O)c1ccccc1Cl)c1ccc(Br)cc1	x	1
CCOc1ccc(CN(CCc2ccc3c(c2)OCO3)Cc2cccc(OC)c2)cc1	x	14
Cc1ccc(-c2nc3ncccc3o2)cc1NC(=O)c1cccc(OCC(C)C)c1	x	u
CCCCC/C=C\C/C=C\C/C=C\C=C\[C@H](CCCC(=O)O)OO	-3%	x
CCCCCCCCCCCCCCCCOC[C@@H](O)COP(=O)([O-])OCC[N+](C)(C)C	-1%	x
CCCCCCCCCCCCCCCC(=O)OC[C@H](COP(=O)([O-])OCC[N+](C)(C)C)OC(C)=O	3%	x
CC/C=C\C/C=C\C/C=C\C/C=C\C/C=C\CCCC(N)=O	1%	x
CCCCC/C=C\C=C\[C@H](CCCCCCCC(=O)O)OO	2%	x

Sorted by molar mass (rising): 5 of the compounds above
SMILES	12-hLO inh	IMPase inh
CCCCC/C=C\C=C\[C@H](CCCCCCCC(=O)O)OO	2%	x
Cc1ccccc1-n1c(/C=C/c2ccc(N(C)C)cc2)nc2ccccc2c1=O	x	-11
COc1ccc(OCC(=O)N2CCN(Cc3ccc(SC)cc3)CC2)cc1	x	1
CCN(CC)CCSc1nc2ccccc2c(=O)n1-c1ccc(Cl)cc1	x	11
CC(C)(C)c1ccc(C(=O)Nc2ccc(Cl)cc2C(=O)c2ccccc2)cc1	x	9

Of the compounds above, these have a Cl atom.
SMILES	12-hLO inh	IMPase inh
CCN(CC)CCSc1nc2ccccc2c(=O)n1-c1ccc(Cl)cc1	x	11
O=C(Nc1ccc2oc(-c3cccnc3)nc2c1)c1ccc(-c2cccc(Cl)c2)o1	x	u
CC(C)(C)c1ccc(C(=O)Nc2ccc(Cl)cc2C(=O)c2ccccc2)cc1	x	9
O=C(Nc1ccc(Br)cc1C(=O)c1ccccc1Cl)c1ccc(Br)cc1	x	1

Profiles, looked up by structure. Order of values: 12-hLO inh | IMPase inh
`Cc1ccccc1-n1c(/C=C/c2ccc(N(C)C)cc2)nc2ccccc2c1=O` is listed as x | -11
`CCOc1ccc(CN(CCc2ccc3c(c2)OCO3)Cc2cccc(OC)c2)cc1` is listed as x | 14
